Growth percent in the NCI-60 one-dose screen (48 h, 10 µM unless noted): 100 = growth as untreated, 0 = no growth, -100 = all killed.
COLO 205 = COLO 205 colon cancer | actives 7.3% (n = 79,000) | AID 1794742
NCI-H460 = NCI-H460 lung cancer | actives 6.8% (n = 82,000)
HT29 = HT29 colon cancer; actives 7.4% (n = 81,000)
KM12 = KM12 colon cancer cells. AID 1794800. actives 5% (n = 82,000)
HCT-15 = HCT-15 colon cancer; actives 5.2% (n = 82,000); AID 1794746
NCI-H226 = NCI-H226 lung cancer; actives 3.5% (n = 79,000); AID 1794732
NCI-H322M = NCI-H322M lung cancer | actives 2.7% (n = 80,000)
HCT-116 = HCT-116 colon cancer; actives 7.3% (n = 82,000); AID 1794798
SW-620 = SW-620 colon cancer. actives 5.2% (n = 82,000)
An asterisk follows results filed as active; x = not tested or not shown; & = joins results of further samples; ! = not confirmed by another sample. The calls were made as follows: active = growth percent below 10; inactive = the rest.

1. CN[C@@]12CC3(C=CC(=O)C=C3)O[C@]1(Cc1ccc(OC)cc1)N(C)C(=O)N2
2. N#Cc1ccccc1C1CC(c2ccc(N3CCNCC3)cc2)=NN1 (stereo not drawn)
3. CCOC(=O)c1c(-c2ccc(OC)cc2)c(C#N)c(=O)n(-c2cccc(C(F)(F)F)c2)c1N
4. CC(C(=O)O)c1ccc2oc(-c3ccc(Cl)cc3)nc2c1 (stereo not drawn)
5. CC(=O)n1cc([C@H]2CC[C@H](c3cn(C(C)=O)c4ccccc34)c3c2[nH]c2ccccc32)c2ccccc21
6. CCOC(=O)/C(O)=C(\C=N\C(=S)Nc1ccc(Cl)c(Cl)c1)C(=O)OCC
7. CCc1ccc(C(=O)/C=C/C23c4ccccc4C(c4ccccc42)C2C(=O)NC(=O)C23)cc1 (stereo not drawn)
8. O=CN1N=C(c2ccc3c(c2)OCO3)CC1c1ccccc1 (stereo not drawn)

compound no.,1,2,3,4,5,6,7,8
COLO 205,47,113,109,98,94,93,-26*,116
NCI-H460,101,102,103,110,90,106,5.1*,111
HT29,8.2*,88,104,119,68,93,1.6*,105
KM12,98,97,101,133,64,100,11,107
HCT-15,-48*,112,91,103,59,89,-10*,105
NCI-H226,89,93,98,99,89,75,42,95
NCI-H322M,80,98,98,91,78,106,16,119
HCT-116,4.0*,86,92,107,64,101,-40*,103
SW-620,25,94,98,102,90,104,8.8*,108

9. N#CC1=C(N)OC2=C(C(=O)c3ccccc3C2=O)C1c1ccc(F)cc1 (stereo not drawn)
10. COC1OC(CI)C(OC(C)=O)C(OC(C)=O)C1OC(C)=O (stereo not drawn)
11. N#CCCCCN1CCCCC1
12. COC(=O)C12C3C(=O)N(c4ccc(Cl)cc4)C(=O)C3C(c3cn(-c4ccccc4)nc3-c3ccccc3)N1[C@H](c1cn(-c3ccccc3)nc1-c1ccccc1)[C@@H]1C(=O)N(c3ccc(Cl)cc3)C(=O)[C@@H]12 (stereo partly drawn)
13. Cn1c(SCC(=O)N/N=C/c2ccc(F)cc2)nc2ccccc2c1=O
14. O=C1Nc2ccc(Br)cc2/C1=N/N=C/c1cccc(F)c1
15. N#Cc1cnn(C(C2=C(O)c3ccccc3CC2)c2ccc(Cl)cc2)c1N (stereo not drawn)
16. COc1ccc(CCn2c(=N)c(S(=O)(=O)c3ccccc3)cc3c(=O)n4ccccc4nc32)cc1

compound no.,9,10,11,12,13,14,15,16
COLO 205,123,110,104,107,116,109,93,126
NCI-H460,100,102,103,98,97,90,84,109
HT29,122,93,106,105,105,105,87,107
KM12,94,105,100,94,90,97,92,110
HCT-15,85,102,101,100,93,96,91,104
NCI-H226,x,96,109,94,89,89,82,105
NCI-H322M,106,98,118,117,95,102,85,110
HCT-116,100,95,110,101,94,92,77,103
SW-620,101,93,102,97,102,100,80,110

17. CCCCNC(C)c1ccccc1 (stereo not drawn)
18. COc1ccc2c(c1)oc1c(C)c3c(c(C)c12)C(=O)N(CCCO)C3=O
19. OC(c1ccccn1)C(O)c1ccccn1 (stereo not drawn)
20. COc1ccc(-c2nc(SCC(=O)c3ccccc3OC)[nH]c(=O)c2C#N)cc1
21. CC1CN2CN(C3CCCC3)CN3C(C)CN4CN(C5CCCC5)CN1C4C23 (stereo not drawn)
22. COc1ccc2cc(-c3nc4ccc(C)cn4c3NCc3ccco3)c(=O)[nH]c2c1
23. CCc1ccc(-c2ccc(Nc3ccccc3)nn2)cc1S(N)(=O)=O
24. COc1ccc(C2C=C(c3ccc(OC)c(OC)c3)N=C3SC=CN32)c(Br)c1 (stereo not drawn)

compound no.,17,18,19,20,21,22,23,24
COLO 205,127,102,105,119,111,76,95,95
NCI-H460,103,107,114,113,102,89,51,87
HT29,92,97,106,126,109,80,68,34
KM12,x,97,109,101,104,78,41,32
HCT-15,92,96,98,97,100,76,65,42
NCI-H226,93,101,110,98,108,76,87,71
NCI-H322M,97,94,97,110,105,74,107,87
HCT-116,100,100,106,95,103,57,73,-78*
SW-620,94,107,109,111,103,87,54,13

25. CCCCCCCCCCCCCCCCC(C(=O)O)C(O)(CC(=O)O)C(=O)O (stereo not drawn)
26. COc1cc(/C(=C2/O[C@@H]([C@H]3COC(C)(C)O3)[C@H]3OC(C)(C)O[C@@H]23)c2ccc3c(c2)OCO3)cc(OC)c1OC
27. CCOc1ccc(-c2nc3ccc(-c4nc5ccc(N6CCN(CCN(C)C)CC6)cc5[nH]4)cc3[nH]2)cc1
28. O=c1[nH]cc(N(CCO)CCO)c(=O)[nH]1
29. C=CCn1cc(C2=C(c3cccc4ccccc34)C(=O)NC2=O)c2cc(Br)ccc21
30. Cc1c(C(=O)NNC(=O)Nc2ccc(Cl)cc2)nnn1-c1ccc(Br)cc1
31. COC(=O)C1CCN1C(C)(C)C (stereo not drawn)
32. COc1ccc(/C(N)=N/OC(=O)CSc2nc3ccccc3s2)cc1

compound no.,25,26,27,28,29,30,31,32
COLO 205,-53*!,108,68,116,85,107,125,104
NCI-H460,4.1*!,57,102,119,87,107,107,110
HT29,-32*!,68,85,106,60,97,107,101
KM12,-34*!,64,99,109,68,103,104,103
HCT-15,66&105,91,104,107,50,97,102,105
NCI-H226,-23*!,102,91,104,71,103,98,100
NCI-H322M,20&120,85,111,106,99,90,99,104
HCT-116,-36*!,9.6*,89,105,38,91,103,95
SW-620,-24*!,x,86,114,88,x,100,103

33. COc1cc(OCc2cccc(-c3ccc4c(c3)OCCO4)c2C)cc(OC)c1C=O
34. CN(C)CCCn1c2c(c3ncccc3c1=O)C(=O)c1ccccc1-2
35. O=c1cc(N/N=C/c2ccc(F)cc2)c2cc(Cl)ccc2[nH]1
36. COc1ccc(/C=c2\c(=O)n(-c3ccccc3)c3nnc(NO)n23)cc1
37. COc1ccc(-c2cc(-c3nnc(SCC(=O)N4CCN(c5cc6c(cc5F)c(=O)c(C(=O)O)cn6C5CC5)CC4)o3)c3ccccc3n2)cc1
38. CN1CCN(c2ccc(-c3cc4c(Nc5ccc(F)c(Cl)c5)ncnn4c3)cn2)CC1
39. O=CC(c1ccccc1)c1ccccc1
40. COc1ccc(/C=C/Br)cc1

compound no.,33,34,35,36,37,38,39,40
COLO 205,41,20,96,116,115,105,109,125
NCI-H460,72,12,102,101,108,16,107,107
HT29,68,21,88,105,99,16,109,84
KM12,79,41,108,92,111,94,119,101
HCT-15,60,29,83,101,105,7.0*,111,110
NCI-H226,33,54,76,88,110,98,98,103
NCI-H322M,85,44,95,105,x,75,95,100
HCT-116,44,11,84,97,105,1.9*,84,106
SW-620,70,24,101,98,108,40,100,104

41. CCOC(=O)NC(=S)C1=C(N2CCOCC2)CCC1
42. O=C1/C=C/[C@@H](O)[C@@H]2C[C@@H](O)C[C@H]2/C=C/CCC[C@H](CCc2ccc(C(F)(F)F)cc2)O1
43. COc1cc(/C=C/C(=O)CC(=O)/C=C/c2cc(I)c(O)c(OC)c2)cc(I)c1O
44. Nc1nc(N)c2nc(CNc3ccc(C(=O)NC(CCC(=O)O)C(=O)O)cc3)cnc2n1 (stereo not drawn)
45. C=CCSC(CC)(CC)C(=O)NC
46. O=C(Cc1ccccc1)Nc1ccccc1-c1nc2ccccc2c(=O)[nH]1
47. Cn1cc(-c2nn3c(=O)cc(-c4ccccc4)nc3s2)c2ccccc21
48. COC(=O)c1c2c(c3ccc4c5ccccc5ccc4n13)C(=O)c1ccccc1C2=O

compound no.,41,42,43,44,45,46,47,48
COLO 205,99,x,x,33&56,120,94,103,104
NCI-H460,108&111,9.4*,98,12&15,103,93,106,108
HT29,107&118,-37*,82,19&33,87,80,98,111
KM12,103&94,-6.7*,80,31&39,104,75,99,99
HCT-15,96&102,-3.1*,85,26&27,101,79,86,100
NCI-H226,104,0.5*,x,52&60,98,81,87,92
NCI-H322M,103&101,x,93,51&51,x,89,94,99
HCT-116,89&99,-46*,88,10&21,94,93,108,103
SW-620,102&108,-1.3*,113,55&28,103,65,105,99

49. COc1ccc(C2=NN3C(C2)c2ccccc2OC32C(=O)Nc3ccccc32)cc1 (stereo not drawn)
50. CN(Cc1ccccc1)c1nc(Cl)c(C2CC(c3ccc(F)cc3)=NN2c2cc(Cl)cc(Cl)c2)s1 (stereo not drawn)
51. COC(=O)[C@@H](Cc1c[nH]c2ccccc12)NC(=O)[C@H](C)NCc1ccc2[nH]ccc2c1
52. CCCCCCOC(=O)c1nn(C(C)=O)c2ccccc12
53. CC[N+](CC)(CC)CCN1C(=O)CCC2(C)C1=CCC1C2CCC2(C)C1CCC2(C)O (stereo not drawn)
54. O=C(O)CNC(=O)c1nc(-c2ccccc2)n(-c2ccc(F)cc2)n1
55. O=S(=O)(O)c1ccc(F)cc1
56. CC(C)[C@@H](C)/C=C/[C@@H](C)[C@H]1CCC2=C3CCC4=CC(=O)C=C[C@]4(C)[C@H]3CC[C@@]21C

compound no.,49,50,51,52,53,54,55,56
COLO 205,108,107,97,113,111,123,114,93
NCI-H460,104,105,108,112,108,107,111,108
HT29,112,89,92,106,103,102,96,94
KM12,102,97,99,102,104,98,101,109
HCT-15,104,94,103,94,103,107,104,102
NCI-H226,88,109,89,97,98,99,103,98
NCI-H322M,106,109,94,106,101,105,97,101
HCT-116,109,84,101,103,100,94,99,95
SW-620,106,101,105,108,103,103,103,102

Fetched by structure from the list above:
52. CCCCCCOC(=O)c1nn(C(C)=O)c2ccccc12
50. CN(Cc1ccccc1)c1nc(Cl)c(C2CC(c3ccc(F)cc3)=NN2c2cc(Cl)cc(Cl)c2)s1 (stereo not drawn)
56. CC(C)[C@@H](C)/C=C/[C@@H](C)[C@H]1CCC2=C3CCC4=CC(=O)C=C[C@]4(C)[C@H]3CC[C@@]21C

compound no.,52,50,56
COLO 205,113,107,93
NCI-H460,112,105,108
HT29,106,89,94
KM12,102,97,109
HCT-15,94,94,102
NCI-H226,97,109,98
NCI-H322M,106,109,101
HCT-116,103,84,95
SW-620,108,101,102

Further records
57. NS(=O)(=O)c1ccc(C(=O)N2N=C(c3ccccc3)CC2c2ccc3c(c2)OCO3)cc1 (stereo not drawn)
58. CS(=O)(=O)c1ccc(-c2nn(-c3ccc(F)cc3)cc2C=O)cc1
59. Cc1ccc2c(c1)-c1nc3nnnn3nc1C(C)(C)O2
60. COc1cc2c(c(OC)c1OC)-c1c(cc3c(c1OC)OCO3)C1OC2C(C)C1C (stereo not drawn) (tested in a mixture with another compound)
61. O=C(Nc1ccc(OCc2nnc(-c3ccccc3)o2)c(F)c1)Nc1ccc(Cl)c(Cl)c1
62. C[N+](C)(C)C[C@H](O)CC(=O)[O-]
63. CC(=O)Nc1ccc(Oc2ncnc3sc(C)c(C)c23)cc1
64. CCCCCc1ccc(S(=O)(=O)Nc2cccc(-c3csc(NC(=O)CCCCCN4CCN(CCO)CC4)n3)c2)cc1

compound no.,57,58,59,60,61,62,63,64
COLO 205,123,114,158,125,59,99,x,73
NCI-H460,101,115,125,149,37,108,102,24
HT29,112,108,104,129,53,101,104,11
KM12,101,110,106,133,34,107,102,88
HCT-15,95,92,134,161,49,99,96,43
NCI-H226,101,95,106,152,72,104,x,93
NCI-H322M,100,98,122,114,63,111,91,88
HCT-116,108,103,92,269,49,95,100,30
SW-620,107,112,107,115,66,102,97,26

65. CC(C)N(c1cc(=O)nc2ccccn12)C(C)C
66. O=C(NCCCCC(NC(=O)OCc1ccccc1)C(=O)O)OCc1ccccc1 (stereo not drawn)
67. CC1(C)CC[C@]2(CO)CC[C@]3(C)C(=CC[C@@H]4[C@@]5(C)CC[C@H](NCO)C(C)(C)[C@@H]5CC[C@]43C)[C@@H]2C1
68. CC1CCC(=N\O)/C(=N/O)C1 (stereo not drawn)
69. O=c1c2ccccc2nc(SCc2n[nH]c(=S)n2-c2ccc(F)cc2)n1CCc1ccccc1
70. O=C(O)/C=C/C(=O)Nc1ccc(-n2nnc3cc(Cl)c(Cl)cc32)cc1
71. Cc1ccc(-c2nn(-c3ccccc3)cc2/C=C/C(=O)c2ccc(NC(=O)CCCCCCC(=O)NNc3ccccc3)cc2)cc1
72. Cc1cccc(NC(=O)c2sc3nc4c(cc3c2N)CCCC4)c1C

compound no.,65,66,67,68,69,70,71,72
COLO 205,110,107,-71*,114&99,134,109,105,-38*
NCI-H460,110,108,-71*,109&102,104,102,102,6.8*
HT29,102,103,-43*,109&101,106,101,102,2.8*
KM12,x,112,-81*,99&106,95,89,103,8.9*
HCT-15,96,114,-76*,110&107,91,98,97,16
NCI-H226,102,103,43,101&112,95,93,102,x
NCI-H322M,101,113,7.3*,99&106,105,90,97,42
HCT-116,88,102,-78*,103&103,83,92,93,15
SW-620,108,x,-72*,103,106,107,102,24

73. Cc1cccc(/C=C/c2nn3c(-c4cccnc4)nnc3s2)c1
74. CCCNc1nc2ccccc2c2c1S(=O)(=O)c1ccc(Cl)cc1C2=O
75. Cc1ccc(S(=O)(=O)/C(=C\c2ccc(Cl)cc2)C(=O)c2ccc(Cl)cc2)cc1
76. CC1(C(=O)O)CCCN1 (stereo not drawn)
77. Brc1cc2c(cc1Br)OCO2
78. O=S(=O)(NC1CC2CCC1C2)c1ccc2c(c1)C(=NO)c1cc(S(=O)(=O)NC3CC4CCC3C4)ccc1-2 (stereo not drawn)
79. CCCCCCCCCCN=C(N)N=C(N)N
80. Cc1cc(CC(O)(C(F)(F)F)C(F)(F)F)cc(CC(O)(C(F)(F)F)C(F)(F)F)n1

compound no.,73,74,75,76,77,78,79,80
COLO 205,117,-9.2*,104,105,114,85,32,112
NCI-H460,108,5.3*,110,113,101,23,41,103
HT29,105,9.7*,108,105,101,22,42,94
KM12,105,17,111,110,106,46,28,103
HCT-15,99,7.2*,99,103,104,31,71,104
NCI-H226,120,35,99,95,91,75,47,99
NCI-H322M,109,33,104,99,109,58,81,90
HCT-116,104,5.9*,99,102,106,20,42,100
SW-620,117,-4.3*,118,110,102,-63*,58,100
